Assay outcomes (PubChem BioAssay)
EPAC2 ag – activates human EPAC2 exchange factor | Q8WZA2 | EPAC2 activation, biochemical qHTS; response scale: 100% = 6.5 mM cAMP response | Potency, µM (titrated, usually from 154 µM), for the others: at the highest dose activation, most hits filed as activators | actives 0.079% (n = 360,000) | AID 720711; note: nearly all actives have a fitted effect of over 50% in size
Target sequence (Q8WZA2 whole entry, looked up): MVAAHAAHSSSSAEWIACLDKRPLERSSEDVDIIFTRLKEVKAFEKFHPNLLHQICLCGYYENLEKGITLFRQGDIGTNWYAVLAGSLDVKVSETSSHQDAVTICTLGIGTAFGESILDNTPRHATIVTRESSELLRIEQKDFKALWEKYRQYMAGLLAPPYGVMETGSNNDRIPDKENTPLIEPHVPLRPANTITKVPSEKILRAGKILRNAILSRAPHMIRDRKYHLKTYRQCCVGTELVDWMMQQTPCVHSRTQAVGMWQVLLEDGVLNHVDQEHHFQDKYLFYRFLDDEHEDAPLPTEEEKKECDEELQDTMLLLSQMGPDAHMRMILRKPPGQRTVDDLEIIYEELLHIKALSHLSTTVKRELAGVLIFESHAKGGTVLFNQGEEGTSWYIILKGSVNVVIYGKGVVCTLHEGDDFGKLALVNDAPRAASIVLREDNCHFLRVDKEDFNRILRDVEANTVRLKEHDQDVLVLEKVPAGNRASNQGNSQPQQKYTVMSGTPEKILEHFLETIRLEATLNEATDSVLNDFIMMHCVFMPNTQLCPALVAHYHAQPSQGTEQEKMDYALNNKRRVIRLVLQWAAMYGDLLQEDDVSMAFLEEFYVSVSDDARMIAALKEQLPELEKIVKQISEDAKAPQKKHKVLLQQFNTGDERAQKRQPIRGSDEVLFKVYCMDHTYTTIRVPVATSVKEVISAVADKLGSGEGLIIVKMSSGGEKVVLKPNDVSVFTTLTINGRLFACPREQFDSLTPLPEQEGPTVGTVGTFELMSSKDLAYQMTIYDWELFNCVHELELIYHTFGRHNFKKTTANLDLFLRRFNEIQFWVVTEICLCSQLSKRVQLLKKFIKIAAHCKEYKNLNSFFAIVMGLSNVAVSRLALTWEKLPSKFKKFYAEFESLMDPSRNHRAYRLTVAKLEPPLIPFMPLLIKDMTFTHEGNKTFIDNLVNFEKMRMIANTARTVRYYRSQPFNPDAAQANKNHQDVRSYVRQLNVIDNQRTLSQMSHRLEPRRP
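qHTS, titration series. 100 nM EPAC2 / 250 nM Rap1B-BODIPY-GDP / 50 uM GDP; RT; ex 480/em 540 nm, 5-min reads to 30 min. Norm. to 6.5 mM cAMP = activation.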
FUS suppressor – suppressors of FUS proteinopathy in yeast. AID 1347120. actives 0.24% (n = 390,000). Potency, µM (top dose mostly 76.6 µM), without a hit: at the highest dose growth rescue (activation), actives largely listed as activators. S. cerevisiae FUS-expressing, growth rescue, OD600, 24 h;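 note: plate controls were DMSO vehicle for no effect and reference control for full effect; nearly all actives have a fitted effect of over 55% in size; some results filed as inactive show a strong effect at the top dose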
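Yeast expressing FUS under galactose induction, OD 0.005 in 2% galactose medium; compounds in a dilution series, 24 h at 30C. Growth rescue by absorbance at 600 nm; CP55940 positive control, DMSO negative.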
aSyn yeast inh – inhibitors of alpha-synuclein toxicity in yeast. Yeast expressing alpha-synuclein, growth rescue, BacTiter-Glo, 24 h. Potency, µM (top dose mostly 46.1 µM), for the others: at the highest dose growth rescue (activation), most hits filed as activators. actives 0.14% (n = 370,000). AID 652106; note: % of control where 0% means no effect; nearly all actives have a fitted effect of over 65% in size
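Rescue of yeast growth: cells expressing toxic alpha-synuclein, induced in galactose at OD600 0.02, incubated with compound 24 h at 30 C. ATP luminescence quantified growth; inhibitors of toxicity appear as activators.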
EPAC2 antag – blocks human EPAC2 exchange factor | Q8WZA2 | EPAC2 GEF exchange of Rap1B-BODIPY-GDP, fluorescence | Potency, µM (series often up to 114 µM), without a hit: at the top dose activity, negative = inhibition, hits mostly inhibitors | actives 0.18% (n = 360,000) | AID 720708; note: % is set by controls: 0 for no effect and ±100 for the full control effect; nearly all actives have a fitted effect of over 45% in size; many of its hits are not listed in these tables
TDP-43 yeast inh – TDP-43 toxicity inhibition in yeast; TDP-43 expressing yeast growth rescue, BacTiter-Glo, 24 h; Potency, µM (highest dose often 46.1 µM), for the others: top-dose growth rescue (activation), usual class: activators; actives 1.8% (n = 410,000); note: % of control where 0% means no effect; nearly all actives have a fitted effect of over 50% in size
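Yeast expressing TDP-43 (pregrown in raffinose, seeded at OD600=0.02 in galactose medium) exposed to compounds 24 hr at 30 deg C. Growth read by BacTiter-Glo luminescence; rescue of toxicity appears as increased signal.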
PTHR1 agonist – activates the human parathyroid hormone receptor PTHR1; Potency, µM (series often up to 115 µM), inactives show at the highest dose activation, actives largely listed as activators; HEK293 GP2 PTHR1 cells, GloSensor cAMP luminescence, 1 h; AID 743266; actives 0.075% (n = 410,000); note: nearly all actives have a fitted effect of over 55% in size; some results filed as inactive show a strong effect at the top dose; inactives centre near -15; many of its hits are not listed in these tables
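HEK-293-derived GP2 cells expressing PTHR1 and a GloSensor cAMP reporter, 3,000/well, plated overnight, given luciferin plus IBMX (each 0.5 mM as added) for 1 h at 37 °C, then compound for 1 h at 37 °C. Luminescence was read after 15 min at room temperature.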
EPAC1 ag – activates human EPAC1 exchange factor; EPAC1 agonist qHTS, biochemical assay; response scale: 100% = response to 6.5 mM cAMP; Potency, µM (titrated, usually from 154 µM), for the others: at the highest dose activation, usual class: activators; AID 720707; actives 0.073% (n = 360,000); note: nearly all actives have a fitted effect of over 60% in size
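Multi-concentration qHTS readout: loss of Rap1B-bound BODIPY-GDP fluorescence driven by 100 nM EPAC1 with excess GDP (50 uM), monitored kinetically at room temperature; agonist response expressed relative to 6.5 mM cAMP.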
EPAC1 antagonist – antagonists of human EPAC1; O95398; EPAC1 GEF assay, Rap1b-BODIPY-GDP exchange fluorescence; Potency, µM (doses to about 115 µM), for the others: top-dose activity change, negative = inhibition, most hits filed as inhibitors; actives 0.14% (n = 360,000); AID 720709;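 note: plate controls were vehicle for no effect and positive control for full effect; nearly all actives have a fitted effect of over 50% in size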
An asterisk follows results filed as active; i = inactive; ? = inconclusive; · = not tested or not shown; [ ] = dose if it differs, or a comment. Calls come from the whole dose curve; as a rule, active = well fitted curve in the direction sought with a large enough effect; inconclusive = small, poorly fitted or top-dose-only effect, or another doubt; inactive = no such curve, though single readings can be large; an effect the other way counts as inactive or inconclusive. Potency is the fitted concentration of half-maximal effect. An excerpt; the hit share may differ from the screen's.

Keys: A = EPAC2 ag; B = FUS suppressor; C = aSyn yeast inh; D = EPAC2 antag; E = TDP-43 yeast inh; F = PTHR1 agonist; G = EPAC1 ag; H = EPAC1 antagonist
CCOC(=O)C1=C(c2ccccc2)N=C2SCC(=O)N2C1c1ccc2c(c1)OCO2 (configuration not stated)
  A: -8%	B: 10%	C: 5%	D: -24%[57.1 µM]	E: 0%	F: i	G: 4%	H: -8%
CC(=O)Nc1ccc(NC(=O)COc2cccc3ccccc23)cc1
  A: 1%	B: -26%	C: -5%	D: -1%	E: 23%	F: -32%	G: 5%	H: 6%
C[C@@H](c1ccccc1)N1C[C@H](COCc2ccccc2)Oc2cc(N3CCC[C@H]3C(N)=O)ccc2S1(=O)=O
  A: 11%	B: ?	C: 19%	D: -25%	E: 9%	F: -4%	G: 6%	H: -5%
Cc1noc(C)c1-c1ccc(C(=O)Nc2ccc(C(C)C)cc2)c2occc12
  A: 9%	B: 28%	C: ?	D: -9%	E: ?	F: -41%[inhibitor]	G: -9%	H: -8%
CCC1CCCCN1C(=O)CCNS(=O)(=O)c1ccc2c(c1)oc(=O)n2C (configuration not stated)
  A: 6%	B: 16%	C: 0%	D: -13%	E: -1%	F: 16%	G: -2%	H: -12%
CCOC(=O)C1CCCN(S(=O)(=O)NC[C@H]2O[C@@H](n3cnc4c(N)ncnc43)[C@H](O)[C@@H]2O)C1 (some centres not stated)
  A: 5%	B: -34%	C: 4%	D: 7%	E: -12%	F: 19%	G: -7%	H: 7%
CN1CC(c2ccccc2)Oc2ccccc2C1=S (configuration not stated)
  A: 5%	B: -14%	C: 13%	D: -9%	E: 23%	F: i	G: -5%	H: -7%
Cc1ccc(NC(=O)c2cnccn2)nc1
  A: 4%	B: -4%	C: -1%	D: 4%	E: 4%	F: i	G: 14%	H: 1%
COc1cccc(CNC(=O)CC(NC(=O)c2ccccc2)c2ccccc2)c1 (configuration not stated)
  A: 7%	B: 12%	C: -5%	D: 1%	E: 10%	F: i	G: -3%	H: -2%
NS(=O)(=O)c1cccc(NC(=O)CSc2n[nH]c(-c3cccs3)n2)c1
  A: 9%	B: -25%	C: -2%	D: 2%	E: 2%	F: i	G: -9%	H: -7%
CCCS(=O)(=O)NC(=O)C1(C)CCCN(C(=O)COCc2ccccc2)C1 (configuration not stated)
  A: 0%	B: -25%	C: 14%	D: -7%	E: 14%	F: 0%	G: 3%	H: 20%
CC1CCN(C2CCN(S(=O)(=O)c3ccc(C(F)(F)F)cc3)CC2)CC1
  A: 2%	B: 2%	C: -3%	D: 8%	E: -12%	F: -30%	G: 14%	H: -11%
COc1ccc(S(=O)(=O)N2CCCCCC2)cc1N
  A: 11%	B: -3%	C: -13%	D: 3%	E: 17%	F: 15%	G: 8%	H: -6%
Cc1cccc(Nc2nnc(SCC(=O)NC(=O)CN3CCCC3=O)s2)c1
  A: 3%	B: 7%	C: -6%[1.84 µM]	D: 0%	E: 12%	F: -28%	G: -10%	H: 29%
CC(C)(C)C1=CC(=O)C(N2CCOCC2)=CC1=O
  A: 8%	B: 12%	C: 2%	D: 1%	E: ?	F: -6%	G: -1%	H: -9%
CC(C)CN(C(=O)COC(=O)c1ccccc1NCc1ccco1)c1c(N)n(Cc2ccccc2)c(=O)[nH]c1=O
  A: -3%	B: 16%	C: 2%	D: 23%	E: 13%	F: i	G: -4%	H: 1%
CCOc1cccc(-c2csc(C3COc4ccccc4O3)n2)c1 (configuration not stated)
  A: 4%	B: ·	C: -6%	D: -11%	E: -6%	F: i	G: -8%	H: -17%
COc1ccccc1OCCNC(=O)c1cc(C2CC2)nc2c1cnn2C(C)C
  A: 10%	B: ·	C: 15%	D: -16%	E: 0%	F: -7%	G: 0%	H: -21%
O=C(C(Cc1ccccc1)n1cccc1)N1CCc2ccccc21 (configuration not stated)
  A: -6%	B: -26%	C: 1%	D: -20%	E: 3%	F: -8%	G: 15%	H: -6%
O=C(CCCCCn1c(=S)[nH]c2ccc(N3CCOCC3)cc2c1=O)NC1CCN(Cc2ccccc2)CC1
  A: 3%	B: 32%	C: -1%	D: -3%	E: ?	F: -7%	G: -1%	H: -2%
O=C(CSc1ccc(-c2ccc(F)cc2)nn1)N1CCOCC1
  A: 0%	B: 3%	C: -4%	D: -1%	E: -3%	F: i	G: -7%	H: 0%
Cn1c(SCC(=O)N2c3ccccc3CCc3ccccc32)nnc1-c1cc2ccccc2cc1O
  A: 15%	B: 29%	C: 9%	D: -12%	E: -9%	F: i	G: 16%	H: -5%
CCOC(=O)N1CCN(C(=O)CCSCCc2ccncc2)CC1
  A: 7%	B: 2%	C: -4%	D: -2%	E: 5%	F: i	G: 4%	H: 0%
Cc1ccc(SCC(=O)OCC(=O)NCCc2ccccc2)cc1C
  A: 5%	B: -12%	C: 3%[1.84 µM]	D: -10%	E: 12%	F: i	G: 5%	H: 5%
Cc1cc(C)c2nc(NNC(=O)c3ccc(S(=O)(=O)N4CCCCC4)cc3)sc2c1
  A: -11%	B: ?	C: -1%	D: 0%	E: 6.3µM*	F: -6%	G: -27%	H: -25%

Already shown: 7 of the compounds above.
Keys: A = EPAC2 ag; B = FUS suppressor; C = aSyn yeast inh; D = EPAC2 antag; E = TDP-43 yeast inh; F = PTHR1 agonist; G = EPAC1 ag; H = EPAC1 antagonist
O=C(C(Cc1ccccc1)n1cccc1)N1CCc2ccccc21 (configuration not stated)
  A: -6%	B: -26%	C: 1%	D: -20%	E: 3%	F: -8%	G: 15%	H: -6%
O=C(CCCCCn1c(=S)[nH]c2ccc(N3CCOCC3)cc2c1=O)NC1CCN(Cc2ccccc2)CC1
  A: 3%	B: 32%	C: -1%	D: -3%	E: ?	F: -7%	G: -1%	H: -2%
O=C(CSc1ccc(-c2ccc(F)cc2)nn1)N1CCOCC1
  A: 0%	B: 3%	C: -4%	D: -1%	E: -3%	F: i	G: -7%	H: 0%
Cn1c(SCC(=O)N2c3ccccc3CCc3ccccc32)nnc1-c1cc2ccccc2cc1O
  A: 15%	B: 29%	C: 9%	D: -12%	E: -9%	F: i	G: 16%	H: -5%
CCOC(=O)N1CCN(C(=O)CCSCCc2ccncc2)CC1
  A: 7%	B: 2%	C: -4%	D: -2%	E: 5%	F: i	G: 4%	H: 0%
Cc1ccc(SCC(=O)OCC(=O)NCCc2ccccc2)cc1C
  A: 5%	B: -12%	C: 3%[1.84 µM]	D: -10%	E: 12%	F: i	G: 5%	H: 5%
Cc1cc(C)c2nc(NNC(=O)c3ccc(S(=O)(=O)N4CCCCC4)cc3)sc2c1
  A: -11%	B: ?	C: -1%	D: 0%	E: 6.3µM*	F: -6%	G: -27%	H: -25%

Remaining list, next part
Keys: A = EPAC2 ag; B = FUS suppressor; C = aSyn yeast inh; D = EPAC2 antag; E = TDP-43 yeast inh; F = PTHR1 agonist; G = EPAC1 ag; H = EPAC1 antagonist
CC[C@]12c3[nH]c4ccc(OC)cc4c3CCN1C(=O)C(CC(=O)NCCc1ccccn1)C[C@@H]2C(=O)N1CCN(C(=O)C2CC2)CC1 (some centres not stated)
  A: 1%	B: -16%	C: 0%	D: -2%	E: 7%	F: -17%	G: -7%	H: 3%
COc1cc(C2NC(=O)NC(c3ccccc3)=C2C(C)=O)c(Cl)cc1OCC(=O)O (configuration not stated)
  A: 2%	B: 7%	C: -5%	D: 4%	E: -15%	F: i	G: 5%	H: -3%
CN(CCNC(=O)CCCOc1cc(=O)n(C)c2ccccc12)Cc1ccccc1
  A: 4%	B: 30%	C: -4%	D: -3%	E: 9%	F: i	G: 14%	H: -4%
COc1ccc(CN2CCc3cc(OC)c(OC)cc3C2)cc1O
  A: 8%	B: 5%	C: 0%	D: -2%	E: 10%	F: -22%	G: -4%	H: -6%
CCOC(=O)CSc1nc2ccccc2n2cnnc12
  A: 10%	B: 9%	C: -1%	D: 3%	E: -20%	F: -4%[57.5 µM]	G: -1%	H: 9%
O=C(CCCn1cncn1)N1CCCC(N2CCN(c3ccc(F)cc3)CC2)C1 (configuration not stated)
  A: -2%	B: ·	C: 2%	D: -2%	E: -20%	F: -17%	G: 5%	H: 4%
CCCS(=O)(=O)NC(=O)C1(C)CCCN(C(=O)c2cc(-c3ccccc3)cs2)C1 (configuration not stated)
  A: 3%	B: 12%	C: -5%	D: 10%	E: 12%	F: -18%	G: 0%	H: 12%
CCOCCCNC(=O)C1CCN(S(=O)(=O)N2CCCC2)CC1
  A: 4%	B: -4%	C: 1%	D: -3%	E: -19%	F: i	G: 2%	H: -19%
COc1ccc(CNCC(=O)Nc2sccc2C#N)cc1
  A: 3%	B: 35%	C: -3%	D: 7%	E: -33%[inhibitor]	F: 0%	G: -11%	H: -23%
Cc1ccc(C(=O)CC(=O)c2ccc(C(C)(C)C)cc2)cc1
  A: 14%	B: -21%	C: -9%	D: 7%	E: 6%	F: -62%[inhibitor]	G: 8%	H: -29%
COc1ccc(CNc2ncnc3cc(OC)c(OC)cc23)cc1OC
  A: 6%	B: -15%	C: 1%	D: -6%	E: 11%	F: -23%	G: -6%	H: -5%
COc1c(Br)cc(/C=N/n2c(-c3ccccc3)n[nH]c2=S)c(O)c1Br
  A: -5%	B: ?	C: -9%	D: -30%	E: 25%	F: -6%	G: -10%	H: ?
c1coc(-c2nnc3sc(-c4cccs4)nn23)c1
  A: 8%	B: 19%	C: 2%	D: 15%	E: ?	F: -2%	G: -6%	H: -2%
O=C(Nc1ccccc1)N(C1=NCCC1)c1ccccc1
  A: 5%	B: 3%	C: -4%	D: -4%	E: -3%	F: -15%	G: 4%	H: -17%
O=c1ccc(-c2ccc(S(=O)(=O)N3CCN(c4cccc(Cl)c4)CC3)o2)n[nH]1
  A: 2%	B: -18%	C: -6%	D: 16%	E: -6%	F: -18%	G: 3%	H: 14%
COc1ccc(OCCSc2nc3ccccc3n2CC(=O)O)cc1
  A: 5%	B: 29%	C: -4%	D: 10%	E: -25%	F: i	G: -10%	H: 4%
COCCN(CC(=O)Nc1ccc(F)cc1)S(=O)(=O)c1ccc(S(=O)(=O)N2CCCC2)cc1
  A: -3%	B: -23%	C: -3%	D: 1%	E: -7%	F: -14%[57.5 µM]	G: 4%	H: -4%
CCN(CC)S(=O)(=O)c1ccc(OC)c(NC(=O)c2ccc([N+](=O)[O-])cc2)c1
  A: 23%	B: 20%	C: 3%	D: 4%	E: -4%	F: -19%	G: 7%	H: -24%
CCCc1cc(C(=O)Nc2cc(Br)ccc2O)no1
  A: 2%	B: -22%	C: -10%	D: -1%	E: 2%	F: -16%	G: -2%	H: -9%
